Compound activity: PubChem, Sanford-Burnham Center for Chemical Genomics
UPR XBP1 act – adaptive UPR (XBP1) activation; CHO-XBP1 luciferase reporter, IRE1-XBP1 UPR activation, luminescence; percent of tunicamycin response, DMSO as zero; activation, % at 20 µM; actives 0.33% (n = 330,000); AID 463104;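 active = versus positive control, 20 µM dose yields 30% or more activation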;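 note: 100% = tunicamycin at 10 µg/mL and 0% = DMSO only wells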
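Material: CHO cell line with stable XBP1 luciferase reporter; buffer or medium: F12 medium containing 10% fetal bovine serum; compound: single point, 20 µM final compound, 1% DMSO; incubation: 6 h treatment, 37 °C; measured by: glow luminescence from Steady-Glo reagent; evaluation: activation, % of tunicamycin; control set: tunicamycin high, DMSO low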
tim23-1 inh – inhibits growth of tim23-1 mutant yeast; S. cerevisiae tim23-1 growth, BacTiter-Glo luminescence, 24 h; actives 1.3% (n = 330,000); inhibition, % at 20 µM;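 active = growth inhibition of the mutant yeast at or above 50%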;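 note: temperature-sensitive mutant grown at 25 °C; plate controls were DMSO-treated mutant yeast for no effect and medium wells lacking yeast for full effect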
Mdm2 MdmX PPI – human Mdm2/MdmX binding inhibition; actives 3% (n = 330,000); SaOS-2 split-luciferase Mdm2/MdmX complementation, luminescence; O15151+Q00987; AID 485346; inhibition, % at 8 µM;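 active = inhibition of at least 50% at 8 µM in the primary screen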
697 NFkB inh – inhibitors of the PMA/ionomycin-induced NF-kB reporter in 697 B cells | 697 B-cell NF-kB luciferase reporter, 16 h | inhibition, % at 4 µM | actives 0.33% (n = 330,000) | AID 435022; in the data active = inhibition above about 35%
APJ antag – antagonists of human APJ apelin receptor; actives 0.32% (n = 330,000); CHO-K1 APJ beta-arrestin complementation, luminescence; AID 2521; P35414; inhibition, % at 20 µM;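 active = inhibition above about 40% at 20 µM, limit read from the data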;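 note: cells challenged with 10 nM apelin-13 agonist together with compound; plate controls were apelin-13 plus DMSO wells for no effect and DMSO wells lacking apelin-13 for full effect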
Target sequence (P35414 whole entry, looked up): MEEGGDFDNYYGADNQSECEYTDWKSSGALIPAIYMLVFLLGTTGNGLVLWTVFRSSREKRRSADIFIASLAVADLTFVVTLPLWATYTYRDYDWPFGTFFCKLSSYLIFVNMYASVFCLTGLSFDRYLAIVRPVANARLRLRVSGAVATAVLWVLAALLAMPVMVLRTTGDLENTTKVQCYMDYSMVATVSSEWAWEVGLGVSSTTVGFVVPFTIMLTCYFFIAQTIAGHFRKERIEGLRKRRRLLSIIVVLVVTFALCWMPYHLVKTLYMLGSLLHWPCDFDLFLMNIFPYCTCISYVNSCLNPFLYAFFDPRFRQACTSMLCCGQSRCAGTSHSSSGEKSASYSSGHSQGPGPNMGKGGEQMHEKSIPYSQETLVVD
APJ ag – activates the human apelin receptor APJ. P35414. CHO-K1 APJ PathHunter beta-arrestin, luminescence; 0% DMSO wells, 100% apelin. activation, % at 20 µM. actives 0.11% (n = 330,000);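 active = activation more than six SD over the plate average, tested at 20 µM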;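 note: 0% = DMSO alone and 100% = apelin-13 at 10 nM; some results filed as inactive read as strong as hits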
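Material: CHO-K1 APJ beta-arrestin complementation cell line; Input: cell density 1000 per well; Incubation: compound stimulation 90 min at 25 °C, detection 60 min; Signal: luminescence from split beta-galactosidase complementation, Galacton Star/Emerald II substrate; Controls: DMSO-only wells as negative, 10 nM Apelin-13 as positive control.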
CHOP UPR activ – apoptotic UPR (CHOP) activation. CHO-CHOP luciferase reporter, luminescence; percent of tunicamycin response over DMSO baseline. actives 0.34% (n = 330,000). AID 449763. activation, % at 10 µM;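 active = at 10 µM dose, activation of 40% or more, normalized to positive control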;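 note: 100% = tunicamycin at 10 µg/mL and 0% = DMSO alone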
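Evaluation: % reporter activation, DMSO baseline versus tunicamycin full activation; System: CHO-CHOP luciferase reporter cell line; Input: 500 cells/well; Incubation: 6 h compound treatment, 37 °C; Measured by: Steady-Glo luciferase luminescence; Dosing: one dose, 10 µM in 0.5% DMSO; Buffer or medium: F12 medium, 10% FBS; Benchmarks: positive tunicamycin 10 µg/mL, negative DMSO alone.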
Jurkat NFkB inh – inhibitors of the PMA/ionomycin-induced NF-kB reporter in Jurkat cells | PMA/ionomycin-induced NF-kB luciferase reporter, luminescence | inhibition, % at 4 µM | actives 0.53% (n = 330,000); in the data active = inhibition above about 50%
Active calls of the source: *; & = joins results of further samples.

SMILES	UPR XBP1 act	tim23-1 inh	Mdm2 MdmX PPI	697 NFkB inh	APJ antag	APJ ag	CHOP UPR activ	Jurkat NFkB inh
CN(CC(CC(=O)O)c1ccccc1)S(=O)(=O)c1ccc(Br)cc1 (centres undefined)	-1	4	0	-5	-50	-2	-3.2	1
CC1Cc2ccccc2N1C(=O)c1cc2sccc2n1Cc1ccccc1 (centres undefined)	-3	-11	28	14	11	-7	-1.4	7
O=C(Nc1ccc(Cl)c(Cl)c1)OCc1cncs1	5	44	0	-92	2	0	3.6	-13
CC(C)CC(=O)N1CCC(O)(CS(=O)(=O)c2ccc(Cl)c(Cl)c2)CC1	0	12	22	-4	11	-2	-1.1	-5
CC(C)=CCCC(C)N(C=O)C(C)CCC=C(C)C (centres undefined)	0	20	9	-30	-32	-3	1.7	-18
COc1cccc(C2=NOC(C(=O)Nc3ccc4c(c3)OCO4)C2)c1 (centres undefined)	0	18	18	-5	-3	-2	-2.8	2
Cc1ccc(Nc2nnc(SCn3nnc4ccccc4c3=O)s2)cc1	0	18	2	-12	24	0	2.6	-4
COc1cc(CN2CCNC(=O)C2CC(=O)NCCCC2CCCC2)cc(OC)c1 (centres undefined)	-4	18	20	7	-20	-3	2.4	9
c1ccc2c(c1)CN1CCCC1=N2	-3	-1	8	-5	-1	-5	2.3	-13
O=C1CC(C(=O)N2CCN(c3ccccn3)CC2)CN1Cc1ccccc1Cl (centres undefined)	-1	11	-28	18	-1	-3	2.6	20
Clc1ccc(Br)cc1-c1nc(-c2ccncc2)no1	6	3	-52	-38	15	12	3.4	-24
CC(C)C(OC(=O)c1nsc(Cl)c1Cl)C(=O)NC1CCCCC1 (centres undefined)	-7	27	-10	2	15	-1	3.1	10
CC(C)OC(=O)CCCN1C(=O)c2ccc(N)cc2C1=O	-1	0	36	17	7	2	-2.1	-1
COc1cccc(CNC(=O)C2=Cc3cccc(OC)c3OC2)c1	0	7	13	-3	15	-3	1.0	2
CN(CC(=O)Nc1ccccc1C(=O)Nc1ccccc1)C1CCCCC1	1	16	33	5	-8	-3	2.7	-1
N=c1n(Cc2ccccc2Cl)c2ccccc2n1CC(O)c1ccco1 (centres undefined)	-1	-3	48	5	-4	-1	-0.1	5
Cc1ccc(C)c(S(=O)(=O)N2CCN(CC(=O)Nc3cc(C)on3)CC2)c1	-4	19	9	-3	3	-5	0.3	7
COC(=O)C1C(=O)/C(=C/N(C)C)C(=O)CC1(C)C (centres undefined)	5	7	17	0	8	-2	-0.9	-21
CCOC(=O)C(C)Sc1ncc(OC)c(=O)[nH]1 (centres undefined)	1	12	14	-12	10	1	-1.5	3
O=C(Nc1cnn(Cc2ccccc2)c1)c1nc2ncccn2n1	0	-2	7	-8	18	-1	3.1	-18
COc1ccc(C(=O)N2CCCC(N3CCN(c4ccccc4F)CC3)C2)c(OC)n1 (centres undefined)	0	-6	9	-14	9	-2	0.4	-8
Cc1ccc(-n2nnnc2SCC(=O)Nc2ccccc2N2CCCCC2)cc1C	1	14	23	26	15	-3	-2.9	9
Cc1ccc(S(=O)(=O)N(C)C[C@@H]2Oc3ccc(NC(=O)Cn4cnnn4)cc3C(=O)N([C@@H](C)CO)C[C@H]2C)cc1	-1	14	16	17	5	-3	-0.5	1
Cc1ccc(NC(=O)C(C)OC(=O)/C=C/c2ccccc2)cc1S(=O)(=O)N1CCOCC1 (centres undefined)	-2	11	12	20	10	-10	1.5	15
Cc1onc(-c2ccccc2Cl)c1C(=O)N1CCN(S(=O)(=O)c2ccc(F)c(F)c2)CC1	-6	5	15	-2	2	4	1.5	3

Some entries already given, reduced to tim23-1 inh, APJ ag and Mdm2 MdmX PPI.
Molecule | tim23-1 inh | APJ ag | Mdm2 MdmX PPI
c1ccc2c(c1)CN1CCCC1=N2 | -1 | -5 | 8
O=C1CC(C(=O)N2CCN(c3ccccn3)CC2)CN1Cc1ccccc1Cl (centres undefined) | 11 | -3 | -28
Clc1ccc(Br)cc1-c1nc(-c2ccncc2)no1 | 3 | 12 | -52
CC(C)C(OC(=O)c1nsc(Cl)c1Cl)C(=O)NC1CCCCC1 (centres undefined) | 27 | -1 | -10

Other entries.
SMILES	UPR XBP1 act	tim23-1 inh	Mdm2 MdmX PPI	697 NFkB inh	APJ antag	APJ ag	CHOP UPR activ	Jurkat NFkB inh
O=C(CNC(=O)C1CCCCC1)OCn1nnc2ccccc2c1=O	-2	6	-9	-6	15	-4	0.8	-3
CCCCC(=O)NNC(=S)NC(=O)c1ccc([N+](=O)[O-])cc1	5	6	-5	-16	-3	-1	0.6	-15
CSc1nc(C)c(C(=O)C[n+]2ccccc2C)cc1C#N	-1	9	9	12	4	-2	-0.3	-2
COc1cccc(NC(=O)CN(C)C(=O)COc2ccccc2Cc2ccccc2)c1	-3	21	13	11	-1	-4	-0.5	-3
COc1ccc(OC)c(/C=N/NC(=O)c2cc3c(OC)cc(OC)cc3[nH]2)c1	-2	3	13	-8	-18	9	0.8	-10
Cc1cccc2cc(C#N)c(SCC(=O)N3CCC(C)CC3)nc12	0	29	29	18	8	-2	-2.1	-3
OCCNc1nc(N2CCCC2)nc(N2CCCC2)n1	-5	-4	14	7	8	-3	-2.1	9
CCc1cccc(C)c1NS(=O)(=O)Cc1ccccc1	-3	23	25	4	1	-3	-0.3	15
O=C(COC(=O)c1ccc(O)cc1)NC(c1ccccc1)c1ccccc1	3	12	14	14	7	-5	1.1	-5
COc1ccccc1CN1CC(C(=O)N2CCC(OC)CC2)CCC1=O (centres undefined)	0	-5	14	16	8	-3	-1.3	-13
CCCCN(CC)CCNC(=O)CNC(=O)Cn1ccc2ccccc2c1=O	-1	6	1	11	6	-2	0.0	4
CSCCC(NS(=O)(=O)c1ccc2c(c1)OCCO2)C(=O)N(C)Cc1ccc(F)cc1 (centres undefined)	-2	15	17	-4	-21	8	-2.2	-5
CSc1ccccc1OCc1cc(C(=O)N2CCCC2c2nonc2C)no1 (centres undefined)	-2	11	-122	-167	-15	-3	6.8	-97
Cc1cc(C)c(CN2CCN(C(=O)Cn3cnc4c(OCc5ccccc5)ncnc43)CC2)c(C)c1	-5	24	45	33	1	-2	3.6	59*
CS(=O)(=O)N1CCN(c2ccccc2[N+](=O)[O-])CC1	-5	10	5	-5	-12	-2	1.1	8
CCOC(=O)c1ccc(NC(=O)c2nc[nH]c2C(=O)NC2CCN(C(=O)OC(C)(C)C)CC2)cc1	1	35	46	-3	-13	-2	3.2	20
COc1ccccc1-n1cc(-c2ccc(C)cc2)[nH]c1=S	0	26	36	-5	-13	-2	-0.2	19
Cc1cc(C)c2[nH]c(=O)c(C(c3nnnn3Cc3ccc4c(c3)OCO4)N3CCCCC3)cc2c1 (centres undefined)	-2	21	31	-6	-4	0	-1.7	-1
O=C(CSc1nnc(-c2ccco2)o1)NC1CC2CCC1C2 (centres undefined)	3	6	-2	18	11	-3	-0.3	1
Cc1cc(C(=O)CSc2nnc(-c3ccco3)o2)c(C)n1-c1ccc2c(c1)OCCO2	-3	15	18	-30	0	-1	-0.6	-10
CS(=O)(=O)c1ccc2nc(NC(=O)C3CC(=O)N(c4ccc(F)cc4)C3)sc2c1 (centres undefined)	-3	10	-24	3	28	0	0.1	-7
CC(=O)c1cc2c(cc1NC(=O)CSc1ccc(S(=O)(=O)N(C)C)cn1)OCO2	1	39	11	-2	10	0	-1.7	-10
CSc1ccc(C(=O)C2CCCN(C(=O)CN3CCOC3=O)C2)cc1 (centres undefined)	-1	12	2	11	-12	-3	1.2	3
COCCNC(=O)C(c1ccc(F)cc1)N(C(=O)CCC(=O)Nc1ccccn1)c1cccc(C)c1 (centres undefined)	3	4	15	-3	7	0	-0.3	2
COc1cc2c(-c3ccc4cc[nH]c4c3)c(-c3ccsc3)oc(=O)c2cc1OC	2	15	22	3	2	-2	4.0	-9

Given as labelled records: entries from further up
Cc1onc(-c2ccccc2Cl)c1C(=O)N1CCN(S(=O)(=O)c2ccc(F)c(F)c2)CC1
  UPR XBP1 act = -6; tim23-1 inh = 5; Mdm2 MdmX PPI = 15; 697 NFkB inh = -2; APJ antag = 2; APJ ag = 4; CHOP UPR activ = 1.5; Jurkat NFkB inh = 3
O=C(CSc1nnc(-c2ccco2)o1)NC1CC2CCC1C2 (centres undefined)
  UPR XBP1 act = 3; tim23-1 inh = 6; Mdm2 MdmX PPI = -2; 697 NFkB inh = 18; APJ antag = 11; APJ ag = -3; CHOP UPR activ = -0.3; Jurkat NFkB inh = 1
Cc1ccc(S(=O)(=O)N(C)C[C@@H]2Oc3ccc(NC(=O)Cn4cnnn4)cc3C(=O)N([C@@H](C)CO)C[C@H]2C)cc1
  UPR XBP1 act = -1; tim23-1 inh = 14; Mdm2 MdmX PPI = 16; 697 NFkB inh = 17; APJ antag = 5; APJ ag = -3; CHOP UPR activ = -0.5; Jurkat NFkB inh = 1
CSc1ccc(C(=O)C2CCCN(C(=O)CN3CCOC3=O)C2)cc1 (centres undefined)
  UPR XBP1 act = -1; tim23-1 inh = 12; Mdm2 MdmX PPI = 2; 697 NFkB inh = 11; APJ antag = -12; APJ ag = -3; CHOP UPR activ = 1.2; Jurkat NFkB inh = 3

Quoted from the listing:
Jurkat NFkB inh result of CCc1cccc(C)c1NS(=O)(=O)Cc1ccccc1 = 15
CHOP UPR activ result of CSc1ccc(C(=O)C2CCCN(C(=O)CN3CCOC3=O)C2)cc1 (centres undefined) = 1.2
CHOP UPR activ result of COc1ccc(OC)c(/C=N/NC(=O)c2cc3c(OC)cc(OC)cc3[nH]2)c1 = 0.8

Further records.
SMILES	UPR XBP1 act	tim23-1 inh	Mdm2 MdmX PPI	697 NFkB inh	APJ antag	APJ ag	CHOP UPR activ	Jurkat NFkB inh
CCCN(CC(=O)Nc1cc(Cl)ccc1Cl)C(=O)/C=C/c1cc(OC)ccc1OC	-3	16	24	18	5	0	-2.3	7
Cc1cccc(N(C(=O)c2csnn2)C(C(=O)NC(C)(C)C)c2cccs2)c1 (centres undefined)	-4	0	3	4	-6	1	-0.9	-11
CCc1c(C(=O)NC2CCCCC2)[nH]c(C)c1C(C)=O	2	17	-10	13	-1	-3	2.5	11
O=C(Cn1c[n+](CC(=O)c2ccc([N+](=O)[O-])cc2)cn1)c1ccc([N+](=O)[O-])cc1	-1&-1	17&29	13&11	-3&-31	-20&-46	9&5	0.1&-0.4	-1&-15
O=C(CN1C(=O)S/C(=C\c2ccccc2)C1=O)NCCCn1ccnc1	-3	11	28	-21	12	-1	2.8	3
CC(Sc1nncs1)C(=O)NCc1ccc2c(c1)OCO2 (centres undefined)	3	3	10	10	9	-2	-1.3	13
COc1ccc(C(=O)Nc2cccc(-c3ccc4nncn4n3)c2)cc1	-1	1	5	14	2	-3	0.7	2
